human PMI inhibition: inhibitors of human PMI, primary screen, biochemical, fluorescence intensity, coupled assay (AID 1209). inhibition, % at 20 µM, or IC50 in µM where a hit was titrated. purified PMI enzyme, coupled fluorescence intensity; higher % means a stronger effect. 190,000 compounds, 0.42% hits;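 further: plate controls were DMSO vehicle for no effect and wells lacking substrate for full effect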
M1AAP inhibition: malaria alanyl aminopeptidase activity blockers – biochemical, fluorogenic H-Leu-NHMec substrate, 1536-well (AID 1445) | recombinant M1AAP, H-Leu-NHMec fluorogenic kinetic assay; higher % means a stronger effect | inhibition, % at 30 µM; hits with a dose series show IC50 in µM | 220,000 compounds, 0.42% hits;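 active means primary inhibition above the hit cutoff, then over 50% inhibition at one or more dose response concentrations, cut at about 23% in these data, passing the limit was not always enough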;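 further: plate controls were DMSO full reaction for no effect and no enzyme background for full effect; strong numbers were not always called active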
ER stress rescue: rescue of cells from ER stress-induced death, primary screen, 384-well, CSM14.1, thapsigargin, ATP luminescence (AID 1222); 190,000 tested, under 10 active; cellular ATP content (survival), % at 20 µM, or EC50 in µM where a hit was titrated; CSM14.1 thapsigargin-induced death rescue, ATP luminescence; higher % means a stronger effect;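 active means EC50 below 50 µM in the dose-response confirmation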;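 further: death triggered by thapsigargin at about 15 µM added after 2 h compound pretreatment; cell ATP read after overnight thapsigargin exposure of roughly 18 to 22 hours; normalized against plate controls of thapsigargin alone and 5% DMSO vehicle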
WT yeast gro inh: growth inhibition of WT yeast, mitochondrial fusion screen; 190,000 compounds, 2.1% hits; inhibition, % at 10 µM; AID 1362; mitochondrial fusion phenotypic screen, WT strain; in the data active means inhibition above about 58%; tested in S. cerevisiae
TNAP activators: stimulation of alkaline phosphatase TNAP activity – biochemical, luminescent, no phosphate acceptor, uHTS, primary screen (AID 1001); purified TNAP, luminescent activation assay, no phosphate acceptor; higher activation fold means a stronger effect; one-dose activation fold at 20 µM; EC50 in µM for titrated hits; 200,000 compounds, 0.03% hits; in the data active means activation fold from about 3, or a potency from the dose series; inactive means the rest, 99 in 100 with activation fold below about 1.6; further: many of its hits are not listed in these tables
K1F lysis inhibition: protection from phage-mediated lysis, alamar blue read-out – E. coli UTI89, K1F phage, bacterial capsule biogenesis inhibitors (AID 488966). E. coli UTI89 K1F phage lysis, alamar blue, 2 h; higher % means a stronger effect. inhibition, % at 100 µM; hits with a dose series show IC50 in µM. 340,000 compounds, 0.02% hits;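 active means phage lysis inhibition, versus mean bacterial control, above a set limit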;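 further: capsule biogenesis inhibitors block K1F phage lysis so surviving cells raise fluorescence; higher fluorescence means more inhibition of phage lysis; actives were called in the ten point dose series up to 300 µM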
human PMI inhibitors: human PMI inhibitors, high substrate, primary screen, biochemical, fluorescence intensity, high mannose 6-phosphate (AID 1220); recombinant PMI enzyme, coupled fluorescence intensity; higher % means a stronger effect; 190,000 compounds, 0.66% hits; inhibition, % at 20 µM, or IC50 in µM where a hit was titrated
Hep lipid drop: hepatic lipid droplet formation modulation; 240,000 compounds, 0.4% hits; AML12 mouse hepatocytes, oleate lipid droplets, BODIPY imaging; inhibition, % at 6.5 µM;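 active means lipid droplet intensity inhibited by at least 50%, with more than 500 cells counted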
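Assay system: AML12 hepatocytes (mouse); Probe or stimulus: oleic acid at 100 µM to induce lipid droplet formation; Dosing: compound at 6.5 µM only; Schedule: compound with oleate, overnight; Detection: fluorescence imaging, 20x objective, two fields per well; Measure: % inhibition of lipid droplet signal.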
Myeloid diff MLP: promotes myeloid progenitor differentiation. ER-HoxA9 myeloid progenitors, lysozyme-GFP differentiation, flow cytometry. calls only at 10 µM. 360,000 compounds, 1% hits. AID 624256;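 active means normalized GFP-positive differentiation at or above the plate's own cutoff, the solvent-only control mean plus 3 SD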;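 further: cells exposed to compound for four days before flow analysis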
WT yeast gro inh mutant strain: second read-out of WT yeast gro inh, no call of its own (marks repeat the call); inhibition, %; mitochondrial fusion phenotypic screen, mutant strain inhibition
Hep lipid drop cells 6.5 µM: recorded beside Hep lipid drop, whose call it bears; cell count; measured here: cell count, cytotoxicity flag;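 cells counted across two imaged fields per well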
Myeloid diff MLP GFP+ MAC1+ %: also measured in Myeloid diff MLP; calls as there; GFP+ MAC1+ double positive, %; measured here: differentiation confirmed by MAC1 staining
Numbers without * were called inactive; i = inactive; . = not tested or not shown; + = active, no number; [ ] = remark or other dose. Unless noted, no stated cut-off is given here; in the data, active means inhibition above about 50%; inactive means the rest. Rows are unselected; about 4.6% have a hit in one of these screens.

SMILES	human PMI inhibition	M1AAP inhibition	ER stress rescue	WT yeast gro inh	WT yeast gro inh mutant strain	TNAP activators	K1F lysis inhibition	human PMI inhibitors	Hep lipid drop	Hep lipid drop cells 6.5 µM	Myeloid diff MLP	Myeloid diff MLP GFP+ MAC1+ %
OCCN(Cc1ccccc1)Cc1ccccc1Cl	5.1%	-11.5%	-1.4%	-18.3	2.2	1.1	1.7%	-10.3%	-1.5	768	i	4.3
O=C(NCc1ccc2c(c1)OCO2)c1nn(-c2ccccc2)c(=O)c2ccccc12	3.0%	-1.0%	4.8%	17.3	3.7	1	0.5%	5.2%	16.8	735	i	1.4
O=C(CSc1nc(-c2ccc(F)cc2)cs1)N1CCOCC1	16.3%	-2.8%	0.3%	-2.2	6.4	1	0.1%[50 µM]	11.3%	-9.6	734	i	0.7
Cc1ccc(CNC(=O)CCNC(=O)c2ccc(Br)o2)cc1	1.0%	0.3%	-0.3%	4.7	-4.5	1.1	3.4%	0.3%	12.6	768	i	3.5
O=C(CCN1C(=O)C2CCCCC2C1=O)NNC(=O)c1cccc(Cl)c1 (stereo unspecified)	-17.4%	7.3%	-1.7%	-22.7	-6.3	1	2.5%[50 µM]	-5.1%	-5.5	670	i	0.4
CC1CCC(NC(=O)C2c3ccccc3C(=O)N2Cc2cccs2)CC1 (stereo unspecified)	23.3%	-6.5%	-3.3%	21.1	-0.8	1.1	-0.2%	10.2%	0.2	430	i	0.7
Cc1cc(C)c(S(=O)(=O)N2CCOC2CNC(=O)C(=O)NCCc2c[nH]c3ccccc23)c(C)c1 (stereo unspecified)	4.0%	-2.9%	0.8%	7.0	-8.0	1.1	-0.1%	2.3%	76.5*	699*	i	3.3
CC1(C)C([N+](=O)[O-])C(c2ccc(Cl)cc2)NC(c2ccc(Cl)cc2)C1[N+](=O)[O-] (stereo unspecified)	17.9%	1.9%	3.0%	40.5	8.8	1	0.1%	11.8%	-2.5	598	i	0.1
N=C1C(c2nc(-c3ccc(Br)cc3)cs2)=C(O)CN1NC(=O)c1ccc([N+](=O)[O-])cc1	-8.5%	6.2%	-1.3%	-2.3	9.4	1.1	-1.0%	-1.5%	.	.	i	0.5
CCC(=O)NC(=S)NNC(=O)c1ccc(NC(=O)c2ccccc2)cc1	-5.7%	-1.2%	-6.9%	7.1	-3.5	2	-0.6%	-16.6%	-1.9	729	i	0.4
Cc1ccc(N2C(=O)/C(=C/c3ccco3)SC2=S)cc1	-5.1%	5.7%	-0.5%	-6.4	13.7	1.1	0.3%	22.2%	-5.5	614	i	0.8
CCOC(=O)C1(CCOc2ccccc2)CCN(C(=O)c2ccc(-n3cccn3)cc2)CC1	9.5%	7.1%	3.2%	42.8	8.2	0.9	-3.0%	2.3%	-6.3	728	i	0.3
S=C(NCc1ccco1)NCC(c1ccco1)N1CCCCC1 (stereo unspecified)	-3.7%	-1.4%	-6.7%	-2.2	14.7	0.9	-0.3%	1.1%	-2.4	667	i	0.7
CCCn1c(C)cc(C(=O)CSc2nc3ccccc3c(=O)n2Cc2ccco2)c1C	2.0%	4.7%	-3.5%	-58.1	-40.3	1	2.1%	4.2%	-19.8	634	i	0.6
COc1ccc(C)cc1NC(=O)CCN1CC(C)OC(C)C1 (stereo unspecified)	-19.0%	-3.4%	1.8%	14.3	8.3	1.1	-0.7%	-10.6%	10.5	713	i	1.0
CN1CCN(Cc2cccc(Oc3ccccc3)c2)CC1	-8.6%	-0.1%	-0.8%	-7.7	-15.9	1.1	5.3%	-3.5%	7.1	821	i	4.9
O=C(NCc1ccc2c(c1)OCO2)c1cccnc1Cl	5.8%	0.9%	-1.0%	-4.9	12.8	1.1	-0.4%	14.5%	-3.7	696	i	0.4
O=C(Nc1cccc(-c2cn3cccnc3n2)c1)c1ccc(Br)o1	2.8%	2.5%	-1.9%	0.5	-5.1	1.1	i	2.8%	.	.	i	0.6
Cc1c(N/C=C/C(=O)C(F)(F)F)c(=O)n(-c2ccccc2)n1C	-24.3%	14.5%	1.6%	0.1	3.5	1.1	-0.1%	-7.6%	6.5	706	i	0.0
S=C(NCc1ccccc1)NCc1ccc2c(c1)OCO2	6.2%	2.6%	-1.7%	5.5	9.0	1.1	0.5%[50 µM]	-5.6%	-0.8	705	i	0.4
Cc1cc(NC(=O)CCC(=O)N(CC(=O)NC2CCCC2)c2ccc3c(c2)OCCO3)no1	1.8%	1.8%	-0.1%	3.4	13.3	1.1	4.3%	5.1%	.	.	i	0.8
CCNC(=O)CC1C(=O)N(c2ccc(F)cc2)C(=O)N1CCc1ccc(OC)cc1 (stereo unspecified)	-15.1%	2.3%	1.4%	-49.8	13.0	1	7.7%	4.6%	.	.	i	1.9
COc1cc(CNc2ncn[nH]2)ccc1OCC(=O)NC(C)(C)C	2.9%	1.8%	-0.4%	10.0	5.6	1	0.1%	7.5%	0.4	746	i	0.2
C/C(=N\NC(N)=S)C1C2C3CC4C5CC(C42)C1C53 (stereo unspecified)	0.3%	6.2%	-2.4%	66.2*	64.5*	1	-1.2%	-4.6%	-21.3	677	i	0.1
Cc1c([N+](=O)[O-])cc(C(=O)Oc2ccc(Br)cc2C(=S)N2CCCCC2)cc1[N+](=O)[O-]	6.0%	5.1%	1.4%	21.5	15.2	1.1	10.7%	-0.3%	14.1	786	i	0.5
CC(C)[C@H](NC(N)=O)C(=O)Nc1cccc(S(=O)(=O)N2CCOCC2)c1	-7.2%	-6.1%	0.3%	5.9	-0.1	1.1	0.3%	-6.1%	1.0	672	i	0.7
Cc1ccc(NC(=O)COC(=O)CN2C(=O)C3CCCCC3C2=O)cc1S(=O)(=O)N1CCOCC1 (stereo unspecified)	1.5%	6.3%	-1.7%	-14.6	-1.6	1.1	3.6%	-3.6%	-7.2	672	i	0.9
Cc1cc(S(=O)(=O)N2CCN=C2c2ccccc2)ccc1F	0.2%	-3.6%	0.7%	18.5	20.3	1.1	4.3%	-9.2%	2.4	806	i	5.5
COCCNC(=O)[C@@]1(Cc2ccccc2)C=C[C@@H](C)N1C(C)=O	7.6%	2.6%	-4.5%	-6.4	-7.5	1	-0.7%	4.5%	4.6	756	i	1.3
C/C(CC(=O)Nc1ccc(C)c(Cl)c1)=N\NC(=O)Cc1cnc(N)s1	-5.6%	6.8%	-1.6%	-22.8	-11.4	1.1	0.6%	-9.0%	4.3	750	i	0.4
C=CCn1c(SCC(=O)c2cccs2)nc2sc(C)cc2c1=O	16.1%	5.6%	-2.1%	-7.2	4.0	1.1	0.7%	13.5%	-2.6	746	i	0.6
Cc1cc(C)c2cc(C(=O)N3CCC(Cc4ccccc4)CC3)[nH]c2c1	.	2.9%	.	.	.	.	0.5%	.	-26.0	731	i	0.4
COc1ccccc1-c1nnc(NC(=O)OCC(C)C)s1	-18.6%	-3.2%	2.4%	-1.5	9.6	1.2	0.4%	-10.1%	.	.	i	0.3
O=C(NCc1ccc(F)cc1)C(=O)NCC(c1ccco1)N1CCOCC1 (stereo unspecified)	-4.0%	-1.5%	.	-7.4	0.4	1.1	0.5%	-5.0%	5.8	711	i	0.8
CC(=O)c1csc(COc2ccccc2)n1	.	4.2%	.	.	.	.	-0.5%	.	12.8	728	i	0.9
CCCn1cnc2c(=O)oc3ccccc3c21	-6.8%	4.3%	-0.4%	-16.3	7.6	1.1	0.2%	-7.2%	25.3	740	i	0.4
CC(C)CCC(O)(CCC(C)C)C(=O)NNc1ccccc1	7.1%	-0.8%	2.4%	-14.5	-7.4	1.1	6.6%	7.6%	-35.1	776	+	0.4*
O=C(Cc1ccc(-c2ccccc2)cc1)NC(c1ccccc1)c1ccccc1	31.2%	3.4%	1.5%	3.4	1.7	1.1	-0.7%	9.6%	39.0	642	i	0.3
COc1ccc(C2c3ccc4ccccc4c3Oc3ncn(CCN4CCOCC4)c(=N)c32)cc1OC (stereo unspecified)	.	2.1%	.	.	.	.	-0.5%	.	0.0	767	i	0.2
COC(=O)c1c(NS(=O)(=O)c2ccccc2)csc1C	.	3.9%	.	.	.	.	-0.8%	.	6.1	727	i	0.4
Cc1cc(C)nc(N(C#N)CC(=O)Nc2ccccc2)n1	0.9%	-13.5%	0.4%	22.0	23.7	1.1	0.6%	4.9%	.	.	i	0.5
CN1CCN(c2nc(-c3ccccn3)nc3ccccc23)CC1	-0.3%	-2.7%	9.6%	9.1	1.2	1.1	14.6%	-0.9%	5.1	822	i	2.1
CCC(=O)N1N=C2CC(C)(C)OCC2C1c1ccccc1 (stereo unspecified)	3.2%	0.2%	1.3%	-2.6	4.1	0.9	0.1%[50 µM]	2.2%	-19.8	577	i	1.6
CCN(CC)c1ccc(/C=C/c2nc3ccccc3s2)cc1	6.7%	1.0%	3.3%	54.5	49.9	1	.	12.5%	.	.	.	.
Cc1ccc(N(CC(O)CN2CCCC2)S(=O)(=O)c2ccc(C)cc2)cc1 (stereo unspecified)	3.2%	2.9%	0.0%	-12.0	-9.4	1.1	3.1%	3.6%	.	.	i	0.5
O=C(Cn1cnc2ccccc2c1=O)NCc1cccs1	-11.3%	7.1%	-0.3%	-12.9	-17.2	1	0.0%	36.2%	-4.4	684	i	0.4
COc1cccc(-c2csc(N3CCN(CC(=O)Nc4ccc5c(c4)OCO5)CC3)n2)c1	5.9%	15.7%	-1.5%	21.4	-4.0	1.1	4.5%	1.6%	1.5	763	i	14.5
COc1cc2c(cc1OC)CN(S(=O)(=O)c1ccc3c(c1)OCCO3)CC2	13.6%	4.4%	0.5%	-3.0	17.5	1.1	0.2%	16.7%	.	.	i	0.8
Cc1cc(NC(=O)CSc2nnc(N)s2)c([N+](=O)[O-])cc1C	-3.9%	2.6%	-1.5%	-15.9	-11.2	1.1	0.3%	-8.5%	-2.1	612	i	0.2
COC(=O)c1ccccc1NC(=O)CSc1nnnn1C1CCCCC1	8.2%	4.9%	-2.3%	3.3	-8.3	1.1	8.5%	7.9%	13.6	639	i	0.6
CCOc1cc(-c2noc(CCC(=O)Nc3cccnc3)n2)ccc1OC	4.6%	-1.0%	-0.8%	1.0	7.6	1	0.1%	8.4%	.	.	i	1.1
O=C(COc1ccc2c(c1)OCO2)Nc1ccccc1C(F)(F)F	11.7%	7.9%	0.5%	14.3	-6.5	1.1	0.3%	11.2%	-1.1	769	i	0.5

Source: PubChem BioAssay
